Bioassay records as filed in PubChem.
T cell modulator = modulators of CD8 T cell-vesicle binding, primary screen, mouse 2C CD8+ T cells, flow cytometry. 2C CD8+ T cell-vesicle binding; stronger effect = lower value. calls only at 7 µM. actives 0.068% (n = 330,000);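 active = response, share of CD8 T cells binding vesicles, and their 90th percentile fluorescence all below set limits, cut at about 80% in these data, passing the limit was not always enough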
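Material: 2C TCR transgenic mouse naive CD8+ T cells, MACS-purified. Also added: QL9-charged Drosophila Ld/ICAM-1/B7-1 vesicles. Timing: binding 1.5 h at 37 °C. Measured by: high-throughput flow cytometry with anti-B7-1 and anti-CD8 staining. Read-out: percent CD8+ FL2 mean versus row control. Controls: Unloaded micro-vesicles (low), QL9 vesicles with 0.7% DMSO (high).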
GPR55 LPI antagonism = GPR55 antagonists blocking LPI-driven arrestin recruitment, primary screen, imaging, U2OS, beta-arrestin-GFP, LPI agonist (AID 2013). G-protein coupled receptor 55 (Homo sapiens). U2OS GPR55 beta-arrestin-GFP translocation imaging, LPI antagonism; higher % means a stronger effect. inhibition, % at 10 µM; hits with a dose series show IC50 in µM. actives 0.13% (n = 290,000);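 active = spots per cell inhibited over 60%, with over 100 cells counted and total cytoplasm intensity under 500,000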;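 also: U2OS cells stably carrying GPR55 and arrestin-GFP stimulated by 5 µM LPI near EC80; imaged beta-arrestin-GFP aggregate spots per cell after agonist stimulation; plate controls were LPI-stimulated DMSO wells for no effect and DMSO wells without LPI for full effect; some results filed as inactive read as strong as hits; confirmed hits need IC50 under 10 µM and bright autofluorescent wells are also inconclusive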
KOR beta-arrestin-1 = KOR antagonists, beta-arrestin recruitment, cell-based, luminescence, uHTS (AID 1778). Kappa-type opioid receptor (Homo sapiens). KOR beta-arrestin recruitment, luminescence, antagonist mode; higher % means a stronger effect. inhibition, % at 10 µM; hits with a dose series show IC50 in µM. actives 0.091% (n = 290,000); also: strong numbers were not always called active
NTR1 agonist = agonists of NTR1, primary screen, imaging, U2OS cells, beta-arrestin-GFP, high content (AID 493036). NTR1-U2OS beta-arrestin-GFP spot imaging, agonist mode. activation, % at 20 µM. actives 0.17% (n = 330,000);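 active = activation at or above 40% of the spot to cytoplasm intensity ratio, with at least 20 cells analyzed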;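 also: 0% = DMSO without peptide and 100% = 100 nM NTR1 peptide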
Target sequence (P30989 whole entry, looked up): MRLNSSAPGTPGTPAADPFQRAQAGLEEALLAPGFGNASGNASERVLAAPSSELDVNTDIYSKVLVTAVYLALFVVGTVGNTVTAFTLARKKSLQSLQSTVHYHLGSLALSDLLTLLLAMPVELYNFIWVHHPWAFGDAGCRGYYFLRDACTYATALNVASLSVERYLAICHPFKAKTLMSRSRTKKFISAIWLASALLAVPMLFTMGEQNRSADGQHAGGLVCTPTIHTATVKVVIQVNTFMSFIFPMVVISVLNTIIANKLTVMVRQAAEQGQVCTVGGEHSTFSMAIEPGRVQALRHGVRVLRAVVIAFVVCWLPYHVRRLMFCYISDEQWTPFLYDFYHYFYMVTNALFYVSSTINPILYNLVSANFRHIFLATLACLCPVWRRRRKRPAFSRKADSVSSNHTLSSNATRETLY
NOD1 inhibition = NOD1 signaling inhibitors, primary screen, cell-based, luminescence, uHTS (AID 1578); NOD1-driven NF-kB luciferase reporter cells, luminescence; higher % means a stronger effect; inhibition, % at 4 µM, or EC50 in µM where a hit was titrated; actives 1% (n = 290,000); in the data active = inhibition mostly above about 36%, no sharp cut-off; inactive = mostly below about 34%;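 also: HEK-293T reporter cells stimulated with the NOD1 agonist gamma-tri-DAP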
KOR beta-arrestin-2 = KOR agonists, beta-arrestin recruitment, primary screen, cell-based, luminescence, uHTS (AID 1777); KOR beta-arrestin recruitment, luminescence; higher % means a stronger effect; actives 0.02% (n = 280,000); activation, % at 10 µM, or EC50 in µM where a hit was titrated; in the data active = activation above about 50%, passing the limit was not always enough; also: a part of the inactive calls stands beside numbers as strong as those of hits
GPR55 activation = GPR55 agonists via beta-arrestin recruitment, primary screen, imaging, U2OS cells, beta-arrestin-GFP redistribution (AID 1961) | G-protein coupled receptor 55 (Homo sapiens) | U2OS GPR55 beta-arrestin-GFP redistribution imaging; higher % means a stronger effect | one-dose activation, % at 10 µM; EC50 in µM for titrated hits | actives 0.048% (n = 290,000);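 active = activation above 40% with more than 50 cells counted in the well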;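 also: U2OS osteosarcoma cells stably expressing GPR55 and beta-arrestin-GFP; plate controls were DMSO negative control for no effect and LPI positive control for full effect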
Myeloid diff MLP = induction of myeloid progenitor differentiation, primary screen, cell-based, flow cytometry, MLPCN library | ER-HoxA9 myeloid progenitors, lysozyme-GFP differentiation | calls only at 10 µM | actives 1% (n = 360,000) | AID 624256, 2012;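 active = normalized GFP-positive differentiation at or above the plate's own cutoff, the solvent-only control mean plus 3 SD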;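 also: cells exposed to compound for four days before flow analysis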
HEK293 NOD2/NF-kB = NOD2 signaling inhibitors, cell-based, luminescence, uHTS, HEK293 (AID 1566) | HEK293 NOD2/NF-kB luciferase reporter, luminescence; higher % means a stronger effect | inhibition, % at 4 µM, or EC50 in µM where a hit was titrated | actives 0.63% (n = 290,000); also: many of its hits are not listed in these tables
T cell modulator vesicle-bound % = further read-out of T cell modulator, marked with its call; double positive events, %; measured here: CD8+ vesicle-bound cell fraction;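 binding gate set so that unloaded-vesicle control wells show 10% double positive cells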
NTR1 agonist cell count 20 µM = recorded beside NTR1 agonist, whose call it bears; cell count; measured here: cell count, cytotoxicity flag
Myeloid diff MLP GFP+ MAC1+ % = further read-out of Myeloid diff MLP, marked with its call; GFP+ MAC1+ double positive, %; measured here: differentiation confirmed by MAC1 staining
Active calls of the source: *; i = inactive; . = no result given; + = active, no number; [ ] = another dose, or the depositor's remark. Rule as the data show it, unless noted: active = inhibition above about 50%; inactive = the rest. Only part of the results is shown; rates above refer to the full screens.

SMILES | T cell modulator | T cell modulator vesicle-bound % | GPR55 LPI antagonism | KOR beta-arrestin-1 | NTR1 agonist | NTR1 agonist cell count 20 µM | NOD1 inhibition | KOR beta-arrestin-2 | GPR55 activation | Myeloid diff MLP | Myeloid diff MLP GFP+ MAC1+ % | HEK293 NOD2/NF-kB
CCOC(=O)C1CCN(Cc2nc3ccccc3c(=O)n2-c2ccc(F)cc2)CC1 | i | 42 | 35% | -15% | 2.0 | 60 | 2% | -1.4% | -0.1% | i | 0.7 | 0%
Cc1[nH]c2ccccc2c1-c1csc(N)n1 | i | 58 | -4% | -12% | -0.6 | 65 | 29% | -3.7% | -0.2% | i | 0.5 | -1%
O=C(Oc1nsnc1N1CCOCC1)c1ccccc1 | i | 24 | -7% | -10% | 2.9 | 46 | -4% | -1.0% | -0.2% | i | 7.0 | 15%
Cc1ccnc(NC(=O)C2CCC(CNc3c(N4CCCC4)c(=O)c3=O)CC2)c1 (stereo unspecified) | i | 45 | 10% | 6% | 1.2 | 64 | -15% | -4.6% | 0.7% | i | 2.2 | 6%
Cc1nn(C)c2ncc(C(N)=O)c(Oc3cccnc3)c12 | i | 33 | 14% | -6% | 0.1 | 37 | -15% | 3.2% | -0.1% | i | 0.9 | -5%
Cc1ccc(C)c(Cn2c(=O)n(CCC(=O)NCc3ccco3)c(=O)c3ccccc32)c1 | i | 0 | -8% | 10% | 0.4 | 49 | -12% | -2.0% | -0.3% | i | 1.7 | 3%
O=C(COc1ccccc1)Nc1ccccc1NS(=O)(=O)c1cccs1 | i | 56 | 5% | 9% | 1.8 | 80 | 15% | 6.2% | -0.3% | i | 0.2 | 12%
C=CCOn1c(=O)c(-c2ccccc2)[n+]([O-])c2ccccc21 | i | 58 | 3% | -8% | -1.0 | 42 | 16% | -3.6% | 0.1% | i | 0.2 | -2%
Cc1nn(-c2ccccc2)c(C)c1C(=O)OCC(=O)NCc1ccco1 | i | 44 | 5% | 14% | 1.0 | 99 | -14% | . | 0.0% | i | 1.3 | 9%
Cc1cc(C(=O)N/N=C/c2cccs2)no1 | i | 10 | -6% | -37% | 0.2 | 56 | -9% | 3.1% | -0.1% | i | 0.5 | -22%
CCCCc1ccc(NC(=O)CSc2nc3ncccc3[nH]2)cc1 | i | 36 | 14% | -13% | 1.7 | 58 | 7% | 2.3% | -0.1% | i | 0.0 | 37%
O=C(O)CC1SC(=Nc2ccc(O)cc2)NC1=O (stereo unspecified) | i | 45 | 3% | -36% | 3.0 | 42 | 5% | -3.1% | -0.5% | i | 0.6 | 14%
CC(C)(C)C(=O)NC1CCN(S(=O)(=O)c2cccc(C(F)(F)F)c2)CC1 | i | 10 | -6% | -13% | -1.0 | 78 | -22% | -11% | 0.1% | i | 0.9 | 22%
COc1ccccc1CN1CCN(Cc2cc(OC)c(OC)cc2OC)CC1 | i | 23 | 10% | 36% | -1.0 | 56 | 33% | -4.4% | -0.2% | i | 0.9 | -10%
CC(=O)NC1C(OCc2cccc(Br)c2)OC(COC(C)=O)C(OC(C)=O)C1OC(C)=O (stereo unspecified) | i | 5 | 6% | 0% | 6.7 | 47 | 8% | 2.9% | -0.4% | i | 0.5 | 2%
CC(C)[C@H](NS(=O)(=O)c1ccc2c(c1)OCCO2)C(=O)OCC(=O)Nc1cc(Cl)ccc1Cl | i | 14 | 12% | -35% | 3.4 | 63 | -49% | 9.6% | 0.4% | i | 0.2 | -7%
Cc1ccc(CNC(=O)C2CCN(S(=O)(=O)c3cnc[nH]3)CC2)cc1 | i | 3 | -10% | -36% | 1.8 | 46 | -11% | 5.8% | 0.6% | i | 7.5 | 1%
O=C(CN1CCc2ccccc2C1)N1CCN(S(=O)(=O)c2ccccc2)CC1 | i | 15 | 6% | 7% | -0.9 | 90 | 9% | -4.0% | -0.2% | i | 0.8 | -2%
Cc1ccc(C)c(Nc2nc3ccc(C)cc3n3cnnc23)c1 | i | 16 | 2% | 5% | 5.4 | 49 | -7% | -3.2% | 0.0% | i | 0.3 | 6%
COC(=O)c1cc(COc2ccc3c4c(c(=O)oc3c2)CCC4)c(C)o1 | i | 44 | 3% | -16% | -1.3 | 53 | -8% | 0.6% | -0.1% | . | . | 8%
CC1(C)CC(=O)C2=C(C1)Nc1[nH]n(-c3ccccc3)c(=O)c1C2c1ccc2c(c1)OCO2 (stereo unspecified) | . | . | -7% | 7% | -1.3 | 89 | -4% | 1.3% | 0.6% | i | 2.1 | -2%
CCn1cc(S(=O)(=O)NCCc2ccccc2OC)cn1 | i | 13 | 13% | -2% | -1.0 | 42 | -5% | -1.7% | 0.0% | i | 1.2 | 19%
O=C(NCC1CCCCC1)C1CCN(C(=O)NC2CCCCC2)CC1 | i | 46 | 9% | 27% | -1.0 | 68 | 6% | 8.5% | 0.1% | i | 1.3 | -6%
CC1CCCN(CCCNC(=O)c2nn(C)c3c2CSc2ccccc2-3)C1 (stereo unspecified) | i | 29 | -7% | -68% | 0.2 | 63 | -9% | 1.6% | -0.1% | i | 4.2 | -1%
Cc1ccc2c(CN3C(=O)NC(C)(c4ccc5c(c4)OCO5)C3=O)cc(=O)oc2c1 (stereo unspecified) | . | . | -23% | -9% | 0.2 | 85 | 0% | -3.7% | -0.2% | i | 4.8 | -7%
COCC(=O)NCc1nc2ccccc2n1Cc1ccccc1F | i | 23 | 10% | -21% | -0.5 | 88 | -25% | 1.8% | -0.1% | i | 1.2 | -4%
COc1ccc(OC)c(S(=O)(=O)NC2CCCCNC2=O)c1 (stereo unspecified) | i | 28 | 2% | 0% | -1.2 | 105 | -8% | 0.4% | 0.0% | i | 0.8 | -11%
CN(Cc1cn[nH]c1-c1cc2ccccc2o1)CC1CCOCC1 | i | 51 | 7% | 13% | -0.2 | 71 | -33% | 1.4% | 0.1% | i | 0.4 | 4%
O=C1c2ccccc2C(O)N1c1ccc(Cl)cc1 (stereo unspecified) | i | 52 | 11% | 18% | 2.0 | 86 | -28% | -6.1% | -0.1% | i | 1.3 | 4%
COc1ccc(CCN(C(=O)c2cccc(F)c2)C2CC(=O)N(c3ccc(OC)cc3)C2=O)cc1 (stereo unspecified) | i | 27 | -3% | 6% | 0.8 | 55 | -18% | -2.1% | -0.4% | i | 0.8 | -17%
Cc1cc(N2CC(C(=O)Nc3nccs3)CC2=O)ccc1C(C)C (stereo unspecified) | i | 31 | 9% | 8% | 1.5 | 54 | -22% | -2.0% | -0.1% | i | 0.8 | 4%
CCN(C(=O)CSc1nnc(-c2ccccc2Br)o1)C1CCS(=O)(=O)C1 (stereo unspecified) | i | 42 | 6% | 4% | 3.6 | 34 | -14% | -2.2% | -0.3% | i | 0.8 | 2%
O=C(Nc1ccc(S(=O)(=O)NC2=NCCCCC2)cc1)C1COc2ccccc2O1 (stereo unspecified) | i | 58 | 1% | 3% | -0.2 | 47 | -4% | -0.7% | 0.0% | i | 0.2 | 8%
COc1ccc(-c2csc(NC(=S)NC(=O)/C=C/c3ccccc3)n2)cc1Br | i | 26 | 13% | 15% | 1.2 | 56 | -3% | -5.6% | 0.2% | . | . | -16%
Cc1cc(C)nc(Sc2ccc3nnc(C(F)(F)C(F)(F)C(F)(F)F)n3n2)n1 | i | 6 | 10% | 22% | -0.4 | 39 | -42% | 0.7% | 0.2% | i | 7.5 | -6%
CC(=O)N(C(C)=O)c1ccc2nc(C)[nH]c(=O)c2c1 | i | 12 | -7% | 17% | 2.2 | 49 | -18% | 8.0% | -0.1% | i | 1.6 | 3%
COc1ccc(Sc2cnn(-c3ccccc3)c(=O)c2Cl)cc1 | i | 5 | 15% | 20% | 4.5 | 50 | 4% | -3.4% | -0.1% | i | 0.7 | 18%
S=C(c1ccc(OCc2ccccc2)cc1)N1CCCC1 | i | 50 | -4% | 18% | 0.8 | 48 | 8% | -0.9% | 0.0% | i | 0.3 | 7%
O=C(Oc1cccc(Cl)c1)N1CCOCC1 | i | 64 | 7% | -25%[20 µM] | -0.5 | 59 | -8% | -2.8% | 0.2% | i | 0.3 | 15%
CC(=O)N1CC2(c3ccccc3)CN(C(C)=O)CC(c3ccccc3)(C1)C2=O | i | 59 | 9% | 12% | 0.5 | 52 | -36% | -3.9% | -0.3% | i | 0.7 | 7%
O=C(CN1C(=O)c2ccccc2S1(=O)=O)Nc1ccc(S(=O)(=O)N2CCCCC2)cc1 | i | 65 | 2% | -14% | 0.1 | 50 | 1% | -2.7% | 0.0% | i | 0.4 | 3%
Cn1cc(CN2CCCC(C(=O)c3ccc(-c4ccccc4)c(F)c3)C2)cn1 (stereo unspecified) | i | 22 | -1% | -31% | -0.1 | 76 | -28% | -2.8% | 0.1% | i | 0.0 | 11%
O=C(O)c1cc(-c2ccc3ccccc3c2)nc2ccc(F)cc12 | . | . | 7% | -30% | 0.0 | 51 | 0% | -1.6% | 0.0% | + | 7.4* | -106%
CC(=O)C1=C(C)Nc2ncnn2C1c1ccccc1Cl (stereo unspecified) | i | 65 | 18% | 6% | -0.4 | 49 | -12% | -1.3% | 0.1% | i | 1.2 | 8%
O=C1c2ccccc2C2=Nc3ccccc3SC(c3cccc(F)c3)C12 (stereo unspecified) | i | 46 | 17% | 10% | 18 | 72 | 50% | 1.2% | 1.1% | i | 0.3 | -3%

An excerpt of these results, with values under each structure.
Under each structure – T cell modulator	T cell modulator vesicle-bound %	GPR55 LPI antagonism	KOR beta-arrestin-1	NTR1 agonist	NTR1 agonist cell count 20 µM	NOD1 inhibition	KOR beta-arrestin-2	GPR55 activation	Myeloid diff MLP	Myeloid diff MLP GFP+ MAC1+ %	HEK293 NOD2/NF-kB
Cc1ccc2c(CN3C(=O)NC(C)(c4ccc5c(c4)OCO5)C3=O)cc(=O)oc2c1 (stereo unspecified)
→ .	.	-23%	-9%	0.2	85	0%	-3.7%	-0.2%	i	4.8	-7%
O=C(CN1C(=O)c2ccccc2S1(=O)=O)Nc1ccc(S(=O)(=O)N2CCCCC2)cc1
→ i	65	2%	-14%	0.1	50	1%	-2.7%	0.0%	i	0.4	3%
